CFTR F508del cor: CFTR F508del correction in bronchial cells; CFBE cells, YFP halide quenching; stimulated with forskolin plus potentiator P3; % fluorescence drop versus neutral controls; activity (quench increase), % at 7.58 µM; actives 0.36% (n = 350,000);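 active means mean added fluorescence quench of at least 8% versus neutral control, with both replicates also reaching 8%; inconclusive means only one of the mean or replicate conditions met; inactive means mean below 8% and not both replicates reaching 8%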;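 further: cells transiently co-express mutant CFTR-F508del with the halide-sensitive YFP; corrector assay measuring rescue of mutant channel to the surface after 24 h compound exposure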
GSIS activator: GLuc luminescence reporter in INS-1E cells, primary screen for activators of glucose-dependent secretion of insulin; activation, % at 16.6 µM; INS-1E GLuc reporter insulin secretion, 2-3 h; actives 0.61% (n = 370,000);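 active means lowest replicate activation of at least 40%, so every replicate reaches that level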;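 further: 0% = median of neutral control wells and 100% = median of IBMX positive control wells; some compounds called inactive have numbers as strong as hits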
PAX8 inh HTS: inhibitors of PAX8 transcriptional activity in RMG-I cells | inhibition, % at 12.6 µM | AID 652154 | RMG-I TPO-luciferase reporter, SteadyGlo, 24 h | actives 1.2% (n = 360,000);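 active means mean replicate inhibition at least 60% with every replicate also reaching 60%; inconclusive means only one of the two criteria is met; inactive means mean below 60% and not all replicates reaching 60%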;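 further: luciferase light reporting Pax8 driven TPO promoter activity; plate controls were median of neutral control wells for no effect and mitoxantrone controls for full effect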
EWS-Fli block: inhibitors of EWS/Fli oncoprotein transcriptional activity; A673 NR0B1-luciferase reporter, viability-normalised; inhibition, % at 12.6 µM; actives 0.67% (n = 350,000); AID 651661;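 active means mean inhibition of at least 50% after viability correction, with every replicate also passing that limit; inconclusive means mean reaches 50% but only one of two replicates passes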;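 further: firefly luciferase signal divided by Alamar Blue viability fluorescence both relative to DMSO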
FN deposit inh: fibronectin deposition inhibition | AH1F fibroblasts, Alexa488-fibronectin deposition fluorescence, overnight | inhibition, % at 12.6 µM | actives 0.086% (n = 350,000) | AID 743247;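 active means mean inhibition across replicates of 30% or more, regardless of how many single replicates reach that level; inconclusive means mean under 30% yet at least half of replicates reach 30%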;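 further: positive control wells lacked labelled fibronectin entirely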
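Assay system: AH1F fibroblasts / Quantity: 10000 cells per well / Medium: DMEM plus 2% serum, read in PBS / Reagent: labelled fibronectin 24 nM / Dosing: single dose, pinned / Times: 1 h cell attachment, overnight exposure to compound and label / Signal: fluorescence, ex 485 nm, em 525 nm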
DENV2 CPE: inhibitors of DENV2 cytopathic effect | DENV2-infected cells, cytopathic effect rescue, plate reader | AID 651640 | actives 1.7% (n = 350,000) | CPE inhibition, % at 9.99 µM; in the data active means CPE inhibition above about 20%, passing the limit was not always enough; inconclusive means no clear call, values can overlap the other calls; tested in BHK-21 cells;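 further: 0% = median of neutral control wells and 100% = median of positive control wells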
miR-122 sensor: blocks miR-122 activity in Huh7 sensor cells | activation (reporter increase), % at 12.5 µM | actives 0.3% (n = 340,000) | AID 602342 | Huh7 miR-122 Renilla luciferase sensor, 48 h; neutral wells = 0, positive control = 100;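 active means mean replicate activation score at least 90 and every replicate individually at or above 90; inconclusive means only one of the two criteria met; inactive means neither criterion met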;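 further: higher luciferase means less miR-122 activity so hits act as miR-122 inhibitors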
Numbers without * were called inactive; ? = inconclusive; nt = not tested or not shown; [ ] = dose if it differs, or a comment.

Results follow in this order: FN deposit inh	miR-122 sensor	EWS-Fli block	DENV2 CPE	CFTR F508del cor	GSIS activator	PAX8 inh HTS
> CCC(C)(C)NC(=O)C(c1ccc(OC)cc1)N(C(=O)CCC(=O)Nc1cc(C)on1)c1cccc(OC)c1 (centres undefined)
    9	0	-1	1	-0.4	-38	0
> CCS(=O)(=O)NCc1csc(-c2ccccc2)n1
    7	2	-21	-8	0.8	9	-31
> CN1CCN(C(=O)CCN2C(=O)c3ccccc3S2(=O)=O)CC1
    -6	-2	-4	14	-1.8	-1	-6
> CN1c2ccc(-c3ccccc3F)cc2[C@@H]2[C@@H](CCN2C(=O)NC2CCCCC2)[C@@H]1CO
    -3	nt	-7	2	3.0	-18	nt
> CC[C@H](C)[C@H](NC(N)=O)C(=O)Nc1ccc(NC(C)=O)cc1
    -12	-6	-24	3	0.4	6	22
> Cc1ccc(C(=O)COC(=O)CNC(=O)CNC(=O)c2ccc(C)cc2)cc1
    -1	0	nt	nt	nt	-2	0
> CCc1ccc(S(=O)(=O)NCCc2cn3cccc(C)c3n2)s1
    10	nt	-7	7	0.5	-1	11
> CC(=O)c1cc(N2CCOCC2)ccc1[N+](=O)[O-]
    -7	nt	-4	12	-5.3	10	-5
> CN(C)S(=O)(=O)c1ccc2nnn(OCC(=O)NC3CCS(=O)(=O)C3)c2c1 (centres undefined)
    -3	nt	-6	5	-1.2	10	-7
> COc1ccccc1NC(=O)N1CCN(c2ccc3nnc(-c4ccc(F)cc4)n3n2)CC1
    8	nt	11	-1	-3.2	30	7
> O=[N+]([O-])c1ccc(COc2ccc(Br)cc2CN2CCOCC2)cc1
    7	1	-39	15	2.3	-17	-4
> COc1ccccc1N(CC(O)Cn1nc(C)cc1C)S(=O)(=O)c1ccccc1 (centres undefined)
    -5	-6	1	-2	0.2	8	-5
> COc1ccc(NC(=O)Nc2ccc3c(c2)C(=O)N(C)C[C@@H](OC)[C@H](C)CN[C@@H](C)CO3)cc1
    -1	-13[16.7 µM]	-5	nt	0.5	-4	9
> CNC[C@@H]1Oc2c(NS(=O)(=O)c3ccc(F)cc3)cccc2C(=O)N([C@H](C)CO)C[C@H]1C
    nt	8[16.7 µM]	11	21*	-0.6	0	-7
> O=C(Nc1cccc(-c2cccc(Cl)c2)c1)C1CCN(C2CCC2)CC1
    16	nt	21	3	5.0	-15	35

A few values from the results shown:
PAX8 inh HTS with `O=C(Nc1cccc(-c2cccc(Cl)c2)c1)C1CCN(C2CCC2)CC1` reads 35
GSIS activator with `COc1ccccc1N(CC(O)Cn1nc(C)cc1C)S(=O)(=O)c1ccccc1` (centres undefined) reads 8

More entries follow:
Results follow in this order: FN deposit inh	miR-122 sensor	EWS-Fli block	DENV2 CPE	CFTR F508del cor	GSIS activator	PAX8 inh HTS
> CN(C)c1ccc2c(c1)[C@H]1C[C@H](CC(=O)N3CCc4ccccc4C3)O[C@@H](CO)[C@H]1O2
    nt	-12[16.7 µM]	2	0	0.5	-1	12
> Nc1ccn([C@@H]2O[C@H](C(=O)N3CCN(C(=O)N4CCCCC4)CC3)[C@@H](O)[C@H]2O)c(=O)n1
    5	nt	-6	-8	0.1	nt	0
> NC(=O)CSc1nnc(COc2ccccc2)n1Cc1ccco1
    2	-2	-1	nt	-0.2	11	-3
> CCN1CCN(CC(=O)N2N=C(c3cccs3)CC2c2ccc(OC)c(OC)c2)C(=O)C1=O (centres undefined)
    -4	-2	7	10	1.7	-6	8
> COc1ccc(Oc2nc(-c3cccnc3)nc3ccccc23)cc1
    -1	nt	8	?	-1.9	8	5
> C[C@@H]1CN([C@@H](C)CO)C(=O)Cc2cc(NS(=O)(=O)c3ccc(F)cc3)ccc2O[C@@H]1CN(C)C(=O)Nc1ccc2c(c1)OCO2
    nt	2[16.7 µM]	-6	nt	0.7	1	13
> Cc1cccc(/C=N/c2sc3c(c2C#N)CCN(Cc2ccccc2)C3)c1O
    1	nt	nt	nt	nt	5	25
> COc1ccc(C2SCC(C(=O)O)N2C(C)=O)cc1OC (centres undefined)
    3	nt	-1	2	0.6	-13	-3
> c1ccc(OCc2ccc(CCCN3CCOCC3)cc2)cc1
    nt	nt	nt	?	-1.3	6	-7
> Cc1noc(C)c1S(=O)(=O)Nc1ccc2c(c1)CC(=O)N([C@H](C)CO)C[C@H](C)[C@H](CN(C)C(=O)Nc1ccc(C(F)(F)F)cc1)O2
    -11	11[16.7 µM]	-4	-8	-0.9	-23	-13
> COc1ccc(-c2ccc(C(=O)Nc3ccc(NC(C)=O)cc3)c3occc23)c(C)c1
    -3	1	-7	-2	-2.4	nt	-33
> CCCCn1c(NCCN(C)C)nc2c1c(=O)[nH]c(=O)n2C
    -6	0	nt	nt	nt	nt	-13
> CCN=C(NCC)SC1CC(=O)N(c2ccc(OC)cc2)C1=O (centres undefined)
    nt	-3	-1	-17	-1.7	21	nt
> C[C@@H]1CN([C@H](C)CO)C(=O)c2cccc(NC(=O)C3CCOCC3)c2O[C@@H]1CN(C)C(=O)Nc1ccc(F)cc1
    nt	9[16.7 µM]	-3	14	-3.3	16	-8
> COc1ccc(NC(=O)Cc2nnc(SCC(=O)NC3CCCCC3C)n2C)cc1 (centres undefined)
    5	34	-6	-4	0.1	14	2

Retrieved by compound from the list above (four):
Results follow in this order: FN deposit inh	miR-122 sensor	EWS-Fli block	DENV2 CPE	CFTR F508del cor	GSIS activator	PAX8 inh HTS
> COc1ccc(NC(=O)Cc2nnc(SCC(=O)NC3CCCCC3C)n2C)cc1 (centres undefined)
    5	34	-6	-4	0.1	14	2
> CN(C)c1ccc2c(c1)[C@H]1C[C@H](CC(=O)N3CCc4ccccc4C3)O[C@@H](CO)[C@H]1O2
    nt	-12[16.7 µM]	2	0	0.5	-1	12
> c1ccc(OCc2ccc(CCCN3CCOCC3)cc2)cc1
    nt	nt	nt	?	-1.3	6	-7
> NC(=O)CSc1nnc(COc2ccccc2)n1Cc1ccco1
    2	-2	-1	nt	-0.2	11	-3

Continued.
Results follow in this order: FN deposit inh	miR-122 sensor	EWS-Fli block	DENV2 CPE	CFTR F508del cor	GSIS activator	PAX8 inh HTS
> Cc1nc2c(cc1C#N)C(=O)c1ccccc1-2
    0	nt	-1	-6	-0.5	8	0
> O=C1CCC/C=C/C[C@@H](CC(=O)N(CCO)Cc2ccccc2)C(=O)NC[C@@H](c2ccccc2)O1
    -12	nt	-3	?	0.7	-2	13
> Cc1ccc(S(=O)(=O)NCCC(=O)NNC(=O)c2ccccc2O)cc1C
    7	nt	6	-6	-0.5	2	27
> C[C@@H]1CN([C@H](C)CO)C(=O)c2cc(C#CCN(C)C)cnc2O[C@H]1CN(C)C(=O)Cc1ccccc1
    nt	10[16.7 µM]	-2	-1	2.0	29	9
> CO[C@H]1CN(C)C(=O)c2ccc(NC(=O)C3CC3)cc2OC[C@H](C)N(Cc2cccc(F)c2)C[C@@H]1C
    5	nt	-4	1	2.7	-11	nt
> O=C(COc1ncnc2ccccc12)Nc1cc([N+](=O)[O-])ccc1Cl
    7	1	-2	-1	4.1	-3	0
> OC[C@@H]1[C@@H](c2ccc(-c3ccccc3)cc2)[C@@H]2CN(Cc3ccccn3)CCCCN12
    nt	13[16.7 µM]	8	-5	1.1	-6	-8
> CCN(C(=O)COC(=O)c1ccc(=O)n(Cc2ccccc2)n1)C1CCS(=O)(=O)C1 (centres undefined)
    -3	-9	0	-9	-2.6	12	-23
> CCN1CCN(C(=O)c2ccc(CNS(=O)(=O)c3cccc(OC)c3)cc2)CC1
    nt	nt	0	3	-0.5	25	-2
> C[C@@H]1CN([C@H](C)CO)C(=O)c2cccc(NC(=O)Nc3cccc4ccccc34)c2O[C@@H]1CN(C)S(=O)(=O)c1cn(C)cn1
    -1	0[16.7 µM]	-11	-14	0.7	3	nt
> O=C(OCc1ccccc1)N1Cc2ccnnc2CC1c1ccccc1Br (centres undefined)
    3	0	1	-3	-0.6	-2	-3
> CC(C)NC(=O)Nc1ccc2c(c1)C(=O)N(C)[C@@H]1CC[C@H](CC(=O)NCC3CCCCC3)O[C@@H]1CO2
    15	1[16.7 µM]	7	?	2.1	-9	9
> COc1cc(NS(=O)(=O)c2ccc(NS(=O)(=O)c3ccc(C)cc3)cc2)nc(OC)n1
    10	-3	11	-2	0.2	8	-15
> CN1[C@@H]2c3ccc(-c4ccccc4)c(=O)n3C[C@H]1[C@H](CO)[C@H]2C(=O)NCCc1ccccc1
    nt	0[16.7 µM]	-1	-4	-2.2	7	nt
> O=C(Nc1nncs1)c1cccc(S(=O)(=O)N2CCCCC2)c1
    0	-10	nt	nt	nt	nt	-1
> CC1(C)CC(=O)C2=C(C1)N(CC1CCCO1)C(=O)NC2(C(F)(F)F)C(F)(F)F (centres undefined)
    nt	0	6	0	-1.3	7	nt
> O=C(O)c1cccc(CSc2nnc(-c3cccnc3)o2)c1
    -12	4	22	4	0.3	3	-22
> CC(C)c1ccc(OCC(=O)N2CCN(C(=O)c3ccco3)CC2)cc1
    nt	-4	nt	-2	1.1	-10	-7
> Cc1cccc(NC(=O)CNC(=O)COC(=O)c2ccc(C(C)(C)C)cc2)c1C
    -10	-7	-7	-4	0.9	13	4
> Cc1ccc2nc(COC(=O)c3ccc(Cl)nc3)cc(=O)n2c1
    -3	-2	5	?	-0.8	nt	12
> O=C(CC[C@H]1O[C@@H](n2ccc(=O)[nH]c2=O)[C@H](O)[C@@H]1O)NCc1ccccc1
    6	0	-2	19	0.5	-14	-1
> C/C(=N\NC(=O)c1cc(C(C)C)[nH]n1)c1ccncc1
    4	10	-25	13	1.2	3	-35
> CC1(C(=O)NS(=O)(=O)c2ccc(Cl)cc2)CCN1C(=O)c1ccccc1 (centres undefined)
    3	-4	-22	2	-1.2	2	-2
> O=C(C1Cc2ccccc2CN1S(=O)(=O)c1ccc(F)cc1)N1CCOCC1 (centres undefined)
    nt	-7	7	5	-3.9	8	nt
> O=C(Cc1cccs1)NCc1cccc(F)c1
    -10	nt	-30	1	-4.7	-4	-12
> N#Cc1ccc(S(=O)(=O)N2CCN(C(=O)c3cn(-c4ccccc4)nc3-c3cccnc3)CC2)cc1
    -1	-13	0	2	2.3	4	-4

Shown field by field: part of the list above.
Cc1noc(C)c1S(=O)(=O)Nc1ccc2c(c1)CC(=O)N([C@H](C)CO)C[C@H](C)[C@H](CN(C)C(=O)Nc1ccc(C(F)(F)F)cc1)O2
- FN deposit inh: -11
- miR-122 sensor: 11[16.7 µM]
- EWS-Fli block: -4
- DENV2 CPE: -8
- CFTR F508del cor: -0.9
- GSIS activator: -23
- PAX8 inh HTS: -13

CC1(C(=O)NS(=O)(=O)c2ccc(Cl)cc2)CCN1C(=O)c1ccccc1 (centres undefined)
- FN deposit inh: 3
- miR-122 sensor: -4
- EWS-Fli block: -22
- DENV2 CPE: 2
- CFTR F508del cor: -1.2
- GSIS activator: 2
- PAX8 inh HTS: -2

Source: PubChem BioAssay (Broad Institute)
